PfHsp90 set2: growth inhibition of PfHsp90-expressing yeast, primary screen, antimalarial PfHsp90 inhibitor project, S. cerevisiae, BacTiter-Glo luminescence, single point, set 2; AID 504621, 2011; hit rate 0.32% among 310,000; inhibition, % at 9.4 µM; BacTiter-Glo ATP, 48 h; yeast lacking PDR1 and PDR3 efflux regulators;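 active = every replicate shows inhibition above about 80%, whatever the replicate mean, limit read from the data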;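 note: 0% = DMSO neutral controls and 100% = 20 µM radicicol positive controls; yeast relying on Plasmodium falciparum Hsp90 in place of its own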
SUMO Mot1 rescue: yeast Mot1-301 growth rescue at high temperature, primary screen, SUMOylation pathway inhibitor project, S. cerevisiae, ATP luminescence, 38.5C. S. cerevisiae Mot1-301 growth rescue; percent above DMSO median, 100 means doubled. growth rescue, % at 18.8 µM. hit rate 1% among 320,000. AID 2716, 2010;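 active = every valid replicate shows activation above 250% relative to neutral control wells; inactive = the rest, any valid replicate at or below 250%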;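 note: OY570 slx delta 5 strain wells were the positive control but not used for scaling; some compounds called inactive have numbers as strong as hits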
Keap1 Nrf2 FP: Keap1-Nrf2 protein-protein interaction inhibitors, primary screen, biochemical, fluorescence polarization, single point; hit rate 0.15% among 340,000; AID 504523, 2011; inhibition, % at 9.4 µM; Kelch-like ECH-associated protein 1 (Homo sapiens), Q14145; Keap1 Kelch-Nrf2 peptide fluorescence polarization, 1536-well; in the data active = inhibition above about 12%;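 note: human Keap1 Kelch domain with fluorescein labeled Nrf2 9mer peptide probe; 0% = neutral control wells and 100% = peptide positive control; higher means more block of Keap1 binding to Nrf2 peptide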
Rtt109 Vps75: inhibitors of C. albicans Rtt109/Vps75 HAT, primary screen, biochemical, ThioGlo CoA-SH fluorescence, plate reader; Histone acetyltransferase RTT109 (Candida albicans (strain SC5314 / ATCC MYA-2876)), …; purified Rtt109/Vps75, 4 h; inhibition, % at 34.9 µM; hit rate 0.16% among 330,000;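 active = inhibition of at least 50% in every replicate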
Target sequence (Q5AAJ8 whole entry, looked up): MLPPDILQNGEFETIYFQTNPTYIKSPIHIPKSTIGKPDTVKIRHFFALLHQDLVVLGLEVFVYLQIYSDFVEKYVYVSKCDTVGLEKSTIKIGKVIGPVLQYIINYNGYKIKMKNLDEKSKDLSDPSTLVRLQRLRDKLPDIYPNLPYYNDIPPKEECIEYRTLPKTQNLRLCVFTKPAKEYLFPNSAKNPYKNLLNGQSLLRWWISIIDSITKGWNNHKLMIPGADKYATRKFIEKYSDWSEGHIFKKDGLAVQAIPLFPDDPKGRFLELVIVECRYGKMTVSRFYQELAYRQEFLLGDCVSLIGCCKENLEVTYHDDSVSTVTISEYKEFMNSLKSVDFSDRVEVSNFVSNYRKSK
CDK5 p35 inh: inhibitors of human CDK5/p35 kinase, primary screen, biochemical, single concentration; Cyclin-dependent kinase 5 (Homo sapiens) + Cyclin-dependent kinase 5 activator 1 (Homo …; Recombinant CDK5/p35, ADP-Glo luminescence, 60 min; inhibition, % at 10 µM; hit rate 0.01% among 330,000; AID 488839, 2010;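 active = highest replicate inhibition of at least 50% and at least 75% of replicates reaching 50%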;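 note: plate controls were DMSO neutral control for no effect and GW8510 at 10 µM for full effect; many of its hits are not listed in these tables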
Target sequence (Q00535 whole entry, looked up): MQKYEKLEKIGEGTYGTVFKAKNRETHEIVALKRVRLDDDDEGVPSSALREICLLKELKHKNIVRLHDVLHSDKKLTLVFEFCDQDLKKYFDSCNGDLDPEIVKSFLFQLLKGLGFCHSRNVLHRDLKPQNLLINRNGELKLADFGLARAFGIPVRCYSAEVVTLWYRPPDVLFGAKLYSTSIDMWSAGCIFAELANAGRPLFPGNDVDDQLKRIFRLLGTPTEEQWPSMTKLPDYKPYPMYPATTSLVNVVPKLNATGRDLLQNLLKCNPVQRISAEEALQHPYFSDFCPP
Target sequence (Q15078 whole entry, looked up): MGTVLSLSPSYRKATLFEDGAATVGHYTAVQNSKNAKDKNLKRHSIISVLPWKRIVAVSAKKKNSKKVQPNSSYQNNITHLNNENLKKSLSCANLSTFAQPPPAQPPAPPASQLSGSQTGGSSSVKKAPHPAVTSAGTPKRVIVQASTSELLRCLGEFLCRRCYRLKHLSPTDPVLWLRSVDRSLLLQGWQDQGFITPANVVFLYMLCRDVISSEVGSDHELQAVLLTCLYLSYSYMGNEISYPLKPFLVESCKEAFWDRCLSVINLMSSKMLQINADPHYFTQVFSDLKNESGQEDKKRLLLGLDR
Cardiac RTF inh: cardiac RTF calcium sensitivity inhibitors, primary screen, biochemical, IANBD-TnC fluorescence, EC70 calcium. inhibition, % at 7.15 µM. Troponin I, cardiac muscle (Homo sapiens) + Troponin T, cardiac muscle (Homo sapiens) + …. hit rate 0.12% among 340,000. IANBD-labeled cardiac RTF, Ca2+ fluorescence. AID 493244, 2011;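 active = inhibition above the mean inhibition of all tested compounds plus 3 SD, cut at about 17% in these data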;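 note: assay run at fixed EC70 calcium of 1.6 mM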
LANA DNA inh: inhibitors of KSHV C-LANA binding to DNA, primary screen, biochemical, fluorescence polarization, FAM-LBS DNA, MBP-C-LANA, single point | AID 504423, 2011 | inhibition, % at 9 µM | hit rate 0.078% among 340,000 | Kaposi's sarcoma herpesvirus LANA C-terminal domain (residues 932-1162) DNA binding;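 active = highest replicate inhibition at or above 60% at 9 µM, even if other replicates fall short; inactive = all replicates below 60% inhibition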;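 note: 0% = neutral control wells and 100% = 4 µM acridine orange control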
dFosB activator: activators of delta FosB homodimer, primary screen, biochemical, fluorescence polarization, TAMRA-CDK5 oligo, single point; Protein FosB (Mus musculus), P13346; purified delta FosB; percent of positive-control signal above neutral wells; activation, % at 25 µM; hit rate 0.99% among 340,000;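 active = mean activation above about 17%, with every replicate also reaching it, limit read from the data, passing the limit was not always enough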;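 note: fluorescence polarization rise as delta FosB binds a TAMRA Cdk5 AP-1 oligo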
PvdQ inh: P. aeruginosa PvdQ acylase inhibitors, primary screen, biochemical, fluorescence, plate reader and imaging, single point; PvdQ acylase [Pseudomonas aeruginosa LESB58]; purified PvdQ acylase; inhibition, % at 10 µM; hit rate 0.063% among 340,000; AID 488965, 2010; in the data active = inhibition above about 30%, passing the limit was not always enough;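 note: 0% = vehicle neutral wells and 100% = reference inhibitor wells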
NSD2 HMT inh: NSD2 histone methyltransferase inhibitors, primary screen, biochemical, AlphaScreen, single concentration, set 2 | Histone-lysine N-methyltransferase NSD2 (Homo sapiens), O96028 | NSD2 peptide methylation, 120 min | inhibition, % at 12.5 µM | hit rate 0.54% among 310,000 | AID 743445, 2014; in the data active = inhibition above about 50%
cardiac RTF act: cardiac RTF calcium sensitivity activators, primary screen, biochemical, IANBD-TnC fluorescence, EC20 calcium; Troponin I, cardiac muscle (Homo sapiens) + Troponin T, cardiac muscle (Homo sapiens) + …; IANBD-labeled TnC RTF fluorescence at EC20 calcium; 0% EC20 calcium, 100% full calcium; activation, % at 7.2 µM; hit rate 0.24% among 340,000;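 active = activation above the mean over all tested compounds plus 3 SD, cut at about 30% in these data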;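 note: rise in fluorescence read as greater calcium sensitivity of cardiac thin filaments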
An asterisk follows results filed as active; nt = not tested or not shown. This is a random part of the collection, and some 3.2% of all compounds hit somewhere here.

SMILES	PfHsp90 set2	SUMO Mot1 rescue	Keap1 Nrf2 FP	Rtt109 Vps75	CDK5 p35 inh	Cardiac RTF inh	LANA DNA inh	dFosB activator	PvdQ inh	NSD2 HMT inh	cardiac RTF act
CCOC(=O)C1CCN(C(=O)COC(=O)CNC(=O)c2ccc(OC)cc2)CC1	12.1	-12.3	4.5	nt	1.9	-6.0	-0.7	-1.8	-0.5	-2.7	-6.8
Cc1cccc(Nc2c([N+](=O)[O-])ccc3nonc23)c1	5.6	1.1	-4.7	nt	0.8	-7.5	0.6	0.2	-11.8	1.7	3.3
CC(C)(C)C(=O)OCc1cn(-c2ccccc2)nn1	-3.4	-14.2	-3.5	-6.0	-1.2	-8.1	3.3	-3.3	-22.7	5.2	4.2
C/C(=N\NC(=O)c1ccco1)c1ccc(NC(=O)C(F)(F)F)cc1	-13.7	nt	1.7	-9.7	0.4	0.9	0.1	1.2	-8.4	-3.3	-5.0
CCN(CC)S(=O)(=O)c1ccc(NC(=O)CCNC(=O)c2ccco2)cc1	-11.3	-7.5	0.1	4.7	1.7	-10.4	-0.4	-11.3	-14.1	-2.9	6.5
O=C(COC(=O)Cc1ccc(Cl)cc1Cl)NC1CC1	nt	42.1	0.4	-10.3	-0.9	1.9	1.6	2.6	-14.9	0.2	1.9
Cc1ccc(-c2nc3ccsc3c(=O)[nH]2)cc1	-15.2	9.5	-1.7	-7.8	-0.1	3.7	2.5	-5.3	0.1	-1.3	-1.6
CC(C)C(c1nnnn1C1CCCC1)N1CCN(C(=O)c2ccco2)CC1 (centres undefined)	15.3	8.2	-4.4	-2.8	-14.2	-26.0	3.1	-11.1	-17.6	-1.5	8.1
O=C(NCC1CCCC(CNC(=O)Nc2ccc(Cl)cn2)C1)Nc1ccc(Cl)cn1 (centres undefined)	-29.9	-4.9	-1.6	-5.1	-0.1	5.3	-1.5	-25.3	-12.8	-2.9	-1.7
CCc1ccc(C(=O)/C=C/c2cnn(C)c2C)s1	-8.4	-1.1	-1.7	-10.4	-1.6	0.7	1.0	0.7	-3.1	-3.3	-1.5
COC(=O)CCN1CCN(S(=O)(=O)c2ccc3c(c2)OCCO3)CC1	18.4	60.9	-0.1	3.7	0.8	1.8	-0.5	6.5	-10.5	-0.1	-3.7
COC(=O)c1ccccc1SCC(=O)Nc1ccc(N2CCOCC2)cc1	-21.0	16.3	-0.7	-6.8	-0.7	-1.7	-1.4	3.4	-11.5	1.4	-1.0
COc1ccc(CC(=O)Nc2ccc(S(=O)(=O)Nc3ncccn3)cc2)cc1OC	-13.2	25.1	-4.5	4.6	-0.5	-12.3	1.2	-10.8	-4.1	2.1	3.8
COCCN1C(=O)c2ccccc2C(C(=O)Nc2ccc3c(c2)OCCO3)C1c1ccc(F)cc1 (centres undefined)	-14.3	362.5	-1.6	-7.0	0.1	-12.0	-0.6	-7.5	-5.6	3.0	9.5
CCOC(=O)c1ccc2[nH]cc(C(C)=O)c(=O)c2c1	nt	-0.7	-9.2	nt	-0.1	-4.8	-3.8	-23.7	-11.1	-0.8	1.1
CNC(=O)c1sc(Nc2ccc(OCc3ccccc3)cc2)nc1C	-19.4	7.5	-6.1	2.9	0.8	6.8	-1.8	-10.8	-13.9	8.2	2.2
CN(C)[C@H]1N(C(=O)c2ccc(Br)cc2)N=C2c3ccccc3S(=O)(=O)N21	nt	-10.0	-4.1	15.1	-1.2	-3.6	-0.8	-1.3	-8.4	-6.0	0.2
COc1ccccc1NC(=O)Nc1ccccc1C(N)=O	-5.2	-10.6	4.8	nt	-1.3	1.2	0.4	0.1	-10.4	-3.4	-6.8
NC(=O)COc1ccccc1C(=O)NC12CC3CC(CC(C3)C1)C2	2.1	0.1	2.6	1.0	0.4	-2.6	-0.3	-1.9	0.6	2.1	-4.3
C=C(C)C1CC=C(C)/C(=N\NC(=O)CNc2cccc3ccccc23)C1 (centres undefined)	9.6	49.0	-1.0	-4.6	-0.3	-0.8	-0.8	-13.6	0.7	8.2	-3.0
Cn1cc(CCC(=O)NCc2cccc(Cl)c2)c2ccccc21	13.3	209.2	-0.5	9.0	1.6	-4.3	4.3	-3.1	0.3	0.3	2.0
CCc1ccccc1NC(=O)C1=CN2CCS(=O)(=O)N=C2C=C1	3.5	nt	-8.8	-1.2	-0.6	-5.7	1.6	-0.8	-16.9	-0.3	-3.1
COc1cc(S(=O)(=O)N2CCOCC2)ccc1NC(=O)CSc1n[nH]c(=O)[nH]c1=O	2.0	155.0	-1.2	-8.1	2.7	1.6	2.1	-2.4	7.1	-4.0	-5.0
O=C(CN1C(=O)c2ccccc2C1=O)c1ccccc1	-15.0	-0.7	-2.1	5.5	0.6	-4.4	3.4	2.7	-13.0	-0.4	1.9
CCOC(=O)c1[nH]c2ccc(Br)cc2c1NC(=O)CCN1CCCC(C)(C)C1	-7.3	215.2	-7.6	7.3	-0.1	-6.5	-0.1	-3.5	12.3	-3.5	-0.2
COc1ccc(NC(=O)Cn2nnc(C(N)=O)c2N)c(OC)c1	-0.7	-1.3	-5.1	11.4	-0.3	-0.1	-0.7	-4.7	-7.5	-0.2	7.9
COc1cccc(C(C)NC(=O)Cc2cccs2)c1 (centres undefined)	14.4	-1.9	-3.1	1.1	0.8	-4.0	-1.7	-5.1	-25.9	-5.6	12.5
COc1ccc(S(=O)(=O)N2CCOCC2)cc1NC(=O)CSc1ncccn1	-1.5	18.2	2.8	0.5	1.0	-4.5	0.2	-4.9	-6.1	-0.6	2.7
Cc1ccc(N=c2ssnc2Cl)cc1	93.1*	470.7*	-0.8	-4.8	0.4	-1.9	-0.4	-6.3	-13.8	-2.7	-1.2
CC1Cc2ccccc2N1C(=O)CSc1nnc2n1C(C)(C)Cc1ccccc1-2 (centres undefined)	-27.7	4.0	-1.1	1.7	-1.4	-8.1	0.8	-10.2	-4.5	-1.8	1.2
CS(=O)(=O)c1ccccc1C(=O)N1CCN(S(=O)(=O)c2ccc(C3CCCCC3)cc2)CC1	5.2	nt	-3.0	2.8	0.6	-4.5	-0.5	-1.3	6.9	-1.7	-7.9
COc1ccc(/C=C2\N=C(C)OC2=O)cc1OC(C)=O	-24.3	-9.1	-0.3	4.3	0.8	-0.3	-0.4	-0.7	-3.6	-0.6	4.0
CC1CCCN(C(=S)Nc2ccc(S(=O)(=O)N3CCCCC3)cc2)C1 (centres undefined)	-24.7	-16.2	1.8	-5.0	-0.3	-5.3	0.5	-5.9	-5.5	4.7	3.3
O=C(NCC1CC1)c1ccc2c3n(nc2c1)-c1ccc(Cl)cc1CO3	-19.5	26.2	-5.4	-19.9	2.0	2.9	-1.4	-1.1	3.5	nt	1.3
O=C(C[C@@H]1C/C=C\C[C@H](NC(=O)OCC2c3ccccc3-c3ccccc32)C(=O)OC[C@@H]2CCCN2C1=O)N[C@@H](CO)Cc1ccccc1	-37.3	-3.5	0.8	1.7	-1.8	-2.4	1.4	-6.5	7.3	nt	-6.5
NC(=S)N/N=C/c1ccc(-c2cc(Cl)cc(Cl)c2)o1	-33.6	3.9	-1.9	15.4	0.3	-4.3	-1.0	-9.3	-11.3	0.6	3.7
CCN(CCCNC(=O)C1CCN(S(=O)(=O)c2c(C)[nH]c(=O)[nH]c2=O)CC1)c1cccc(C)c1	-4.2	11.0	-0.8	1.6	0.1	-11.4	-0.2	-1.1	-9.7	nt	-0.8
CC(C)=CCN1CCC(n2nccc2NC(=O)c2ccccc2Cl)CC1	36.9	0.4	-6.6	-1.6	-0.8	-1.6	-3.6	-8.4	-14.7	8.0	-6.0
O=C(CSc1n[nH]c(-c2ccncc2)n1)Nc1ccc(F)cc1	19.5	5.6	-2.8	-16.6	-0.6	3.6	-1.2	1.1	0.4	2.5	-4.8
COc1ccc(S(=O)(=O)CCc2nc3ccccc3s2)cc1	-8.0	-1.4	-5.6	-13.0	1.6	1.9	-2.0	-1.9	-16.6	5.7	0.8
CN(CCOc1ccccc1Cl)Cc1ccccc1	11.4	12.6	3.9	0.1	-0.7	4.0	0.8	2.3	-9.8	6.0	-1.1
CCc1c(C)nc2ncnn2c1NC1CCCc2ccccc21 (centres undefined)	-62.3	-22.0	-2.0	0.0	0.7	-19.3	-2.0	-20.1	-6.0	-1.3	10.6
COc1ccc(NC(=O)[C@H](C)NC(=O)[C@@H]2Cc3ccccc3CN2C(=O)OC(C)(C)C)cc1	-12.5	96.3	4.6	-9.5	-1.7	2.8	-0.1	-3.7	-11.3	0.9	-2.1
CC(=O)NCCC(=O)Nc1nc2c(ccc3ccccc32)s1	-1.9	12.7	-0.9	6.6	-0.8	-4.2	1.0	1.5	2.7	-3.5	-6.9
Cc1ncccc1C(=O)N1CCCC(CNC(=O)c2ccc(-c3ccccc3)cc2)C1 (centres undefined)	-6.0	-9.2	3.1	3.7	-0.7	9.7	0.1	2.3	-7.7	-6.3	-2.2
CC(=O)C1=C(O)C=C(c2ccco2)CC1c1ccco1 (centres undefined)	1.5	-2.6	2.0	16.4	-0.9	2.0	-0.6	-6.2	12.6	13.4	9.7
COc1ccc(-c2cc(C(F)F)n3ncc(C(=O)N4CCSCC4)c3n2)cc1	18.7	nt	-8.3	-4.3	0.4	1.0	1.2	3.2	4.0	-2.6	0.2
CC(=O)Nc1ccc(CN2CCC(CO)(CCOc3ccccc3)CC2)cc1	0.8	-7.9	-7.6	-0.6	-5.3	-1.1	-1.8	-7.8	-14.2	-2.4	9.4
COc1ccc(/C(N)=N/O)cc1O	14.8	14.0	-3.1	-2.2	0.9	-0.3	0.3	3.7	9.0	-0.1	1.8
COc1ccc(OC)c(NC(=O)CCNS(=O)(=O)c2cccc3nsnc23)c1	-13.3	6.0	-1.2	3.4	-0.1	0.1	-0.7	6.7	-13.1	-4.8	-6.8

Assay outcomes (PubChem)
